GSH bead fluor = GSH bead compound fluorescence profile; GSH beads flow cytometry, compound fluorescence 488/530 nm; active compounds read high; 190,000 tested, 0.25% active; fluorescence (KMESF) at 10 µM; AID 1776; in the data active = fluorescence above about 89;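 note: glutathione beads carrying GST-tagged Bcl family fusion proteins plus one bare bead set; values are compound well signal with DMSO vehicle wells as background; inactives centre near 16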
RGS7-Gao reg = regulators of human RGS7-Galphao interaction | P09471 | AID 1439 | 220,000 tested, 0.35% active | binding response (% of control), % at 10 µM | Multiplexed bead flow cytometry, RGS7-Galphao binding; actives lie on both sides; in the data active = binding response below about 49% or above about 150%; inconclusive = no clear call, values can overlap the other calls; inactive = in between;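 note: fluorescent Galphao held in activated GDP-AlF4 state binding bead-coupled RGS7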
Avidin bead fluor = avidin bead compound fluorescence profile. Avidin beads, compound fluorescence 488/530 nm, flow cytometry; active compounds read high. fluorescence (KMESF) at 10 µM. 220,000 tested, 0.38% active. AID 1775; in the data active = fluorescence above about 47; note: inactives centre near 10
Mcl1 Bid PPI = Mcl-1/Bid interaction inhibition | Q07820 | TR-FRET Mcl-1/Bid-Dy647 peptide binding, 1536-well | inhibition, % at 21.7 µM | 220,000 tested, 0.97% active;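 active = compounds that cut the binding signal by more than half at the single screening dose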;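 note: His-tagged Mcl-1 with europium anti-His antibody binding Bid BH3 peptide; 0% = Mcl-1 plus peptide wells and 100% = peptide-only wells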
Target sequence (Q07820 whole entry, looked up): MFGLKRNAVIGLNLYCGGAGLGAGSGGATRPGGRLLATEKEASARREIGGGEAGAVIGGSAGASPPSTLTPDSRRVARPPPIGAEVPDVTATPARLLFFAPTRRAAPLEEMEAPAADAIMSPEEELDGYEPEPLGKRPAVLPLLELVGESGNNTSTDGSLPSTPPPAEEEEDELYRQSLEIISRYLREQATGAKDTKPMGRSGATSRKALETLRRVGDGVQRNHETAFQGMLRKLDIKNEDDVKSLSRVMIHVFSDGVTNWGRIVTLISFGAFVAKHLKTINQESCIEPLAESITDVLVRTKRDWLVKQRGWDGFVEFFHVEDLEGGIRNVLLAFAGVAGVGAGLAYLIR
Mcl-1 Bim block = inhibitors of Bim-Mcl-1 interaction, human. 190,000 tested, 0.1% active. AID 1009. Bead-based flow cytometry, Bim peptide-Mcl-1 binding. inhibition, % at 10 µM; in the data active = inhibition above about 40%;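 note: 0% = no compound tracer wells and 100% = peptide blocker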
ABCG2 inh = inhibitors of human ABCG2 transporter, ABCB1 counter-screen. Q9UNQ0. IgMXP3 cells, JC-1 efflux, flow cytometry. inhibition, % at 6.6 µM. 190,000 tested, 0.1% active;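 active = inhibition above 80%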;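 note: 0% = DMSO and 100% = nicardipine control wells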
Target sequence (Q9UNQ0 whole entry, looked up): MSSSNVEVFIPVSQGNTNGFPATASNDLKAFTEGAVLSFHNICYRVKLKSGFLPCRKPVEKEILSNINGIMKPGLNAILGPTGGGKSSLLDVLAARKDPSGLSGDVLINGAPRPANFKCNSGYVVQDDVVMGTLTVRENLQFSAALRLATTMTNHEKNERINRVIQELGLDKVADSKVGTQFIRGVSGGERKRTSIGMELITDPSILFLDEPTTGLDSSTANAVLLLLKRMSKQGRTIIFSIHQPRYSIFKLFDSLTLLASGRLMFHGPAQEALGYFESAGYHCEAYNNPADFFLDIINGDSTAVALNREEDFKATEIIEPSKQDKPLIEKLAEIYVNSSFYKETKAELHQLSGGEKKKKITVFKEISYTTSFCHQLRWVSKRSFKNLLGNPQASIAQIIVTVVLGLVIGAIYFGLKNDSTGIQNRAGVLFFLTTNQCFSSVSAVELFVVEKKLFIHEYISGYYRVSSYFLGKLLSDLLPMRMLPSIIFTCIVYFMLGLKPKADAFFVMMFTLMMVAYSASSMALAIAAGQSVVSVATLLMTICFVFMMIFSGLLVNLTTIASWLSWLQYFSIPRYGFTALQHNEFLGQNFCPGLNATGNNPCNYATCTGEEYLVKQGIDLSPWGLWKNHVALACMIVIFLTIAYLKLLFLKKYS
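System: two drug-resistant human cell lines, ABCG2 and ABCB1; controls: nicardipine high and DMSO low controls; times: 10 min exposure at 25 °C with rotation, no wash; detection: flow cytometry of retained JC-1 fluorescence; read-out basis: percent efflux inhibition, scaled nicardipine 100% to DMSO 0%; doses: one concentration, 6.6 µM final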
RGS4-Gao reg = human RGS4-Galphao interaction regulation | binding response (% of control), % at 10 µM | 220,000 tested, 0.33% active | Multiplexed bead flow cytometry, RGS4-Galphao binding; actives lie on both sides | P09471; in the data active = binding response below about 49% or above about 150%; inactive = in between;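 note: fluorescent Galphao activated with aluminum fluoride binding bead-coupled RGS4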
ABCB1 inh = blocks JC-1 efflux by human ABCB1 transporter; AID 1326; CCRF-Adr cells, flow cytometry; P08183; inhibition, % at 6.6 µM; 190,000 tested, 0.067% active; in the data active = inhibition above about 40%;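 note: 0% = vehicle and 100% = reference inhibitor; higher value means more JC-1 retained so stronger ABCB1 efflux block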
RGS8-Gao reg = modulates binding of RGS8 to human Galphao. multiplexed bead flow cytometry; actives lie on both sides. response (percent of control binding), % at 10 µM. 220,000 tested, 0.34% active; in the data active = response below about 60% or above about 140%; inactive = in between;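 note: Galphao activated as the GDP aluminium fluoride complex binding bead-coupled RGS8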
Pf gamet viab = P. falciparum stage V gametocyte viability inhibition | P. falciparum stage V gametocytes, ATP luminescence, 24 h | inhibition, % at 10.9 µM | 150,000 tested, 0.065% active;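 active = inhibition above the mean plus 3 SD of compounds within the control limits, set per campaign, cut at about 38% in these data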;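 note: 0% = DMSO wells and 100% = medium only without gametocytes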
Mcl1-Noxa inh = Mcl-1/Noxa interaction inhibition | Q07820 | TR-FRET Mcl-1/Noxa peptide binding, 2 h | inhibition, % at 21.7 µM | 220,000 tested, 1.5% active;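 active = compounds that cut the protein-peptide binding signal by more than 50% relative to plate controls in a single-dose test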;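 note: His-tagged Mcl-1 with rhodamine Noxa BH3 peptide and terbium anti-His antibody; 0% = Mcl-1 plus Noxa peptide wells and 100% = peptide-only wells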
Active calls of the source: *.

Screening CCN(CC)c1ccc(C(=O)n2cnc3ccccc32)cc1 returned GSH bead fluor 15, RGS7-Gao reg 96, Avidin bead fluor 8, Mcl1 Bid PPI -17, Mcl-1 Bim block 0, ABCG2 inh 34, RGS4-Gao reg 96, ABCB1 inh 2.1, RGS8-Gao reg 97 and Mcl1-Noxa inh 0.
Screening Cc1cc(C)nc(SCc2cc(=O)c(OC(=O)c3ccc(Br)o3)co2)n1 returned GSH bead fluor 11, RGS7-Gao reg 107, Avidin bead fluor 14, Mcl1 Bid PPI -21, Mcl-1 Bim block 1, ABCG2 inh 0, RGS4-Gao reg 102, ABCB1 inh 0.3, RGS8-Gao reg 101, Pf gamet viab -16 and Mcl1-Noxa inh 20.
For COc1ccc(CNC(=O)C(c2ccco2)N(Cc2cccs2)C(=O)Cc2cccs2)cc1 (stereo unspecified) the results were GSH bead fluor 43, RGS7-Gao reg 100, Avidin bead fluor 16, Mcl1 Bid PPI -3, Mcl-1 Bim block -1, ABCG2 inh 3, RGS4-Gao reg 101, ABCB1 inh 2.8, RGS8-Gao reg 99 and Mcl1-Noxa inh 20.
Screening CCCCCOc1ccc(NC(=O)C2OC3OC(C)(C)OC3C3OC(C)(C)OC23)cc1 (stereo unspecified) returned GSH bead fluor 7, RGS7-Gao reg 105, Avidin bead fluor 7, Mcl1 Bid PPI -9, Mcl-1 Bim block -2, ABCG2 inh 6, RGS4-Gao reg 104, ABCB1 inh 0.8, RGS8-Gao reg 99, Pf gamet viab 7 and Mcl1-Noxa inh -6.
CN(C)/C=N/c1c(C#N)cnn1-c1ccccc1 was read as GSH bead fluor 34, RGS7-Gao reg 105, Avidin bead fluor 10, Mcl1 Bid PPI -13, Mcl-1 Bim block 0, ABCG2 inh 1, RGS4-Gao reg 103, ABCB1 inh 0.1, RGS8-Gao reg 108, Pf gamet viab -32 and Mcl1-Noxa inh -1.
O=C(c1ccc(N2CCCCCC2)c([N+](=O)[O-])c1)N1CCc2ccccc21 was read as GSH bead fluor 4, RGS7-Gao reg 103, Avidin bead fluor 13, Mcl1 Bid PPI -20, Mcl-1 Bim block -2, ABCG2 inh 4, RGS4-Gao reg 102, ABCB1 inh 2.0, RGS8-Gao reg 101 and Mcl1-Noxa inh -8.
Screening CCC(=O)n1nc(-c2ccccc2)nc1N returned GSH bead fluor 12, RGS7-Gao reg 99, Avidin bead fluor 38, Mcl1 Bid PPI 9, Mcl-1 Bim block -1, ABCG2 inh 1, RGS4-Gao reg 102, ABCB1 inh 0.0, RGS8-Gao reg 99 and Mcl1-Noxa inh -7.
Screening COC(=O)Cc1c(C)c2ccc(OCc3nn[nH]n3)c(C)c2oc1=O returned GSH bead fluor 12, RGS7-Gao reg 97, Avidin bead fluor 9, Mcl1 Bid PPI 5, Mcl-1 Bim block 2, ABCG2 inh 14, RGS4-Gao reg 96, ABCB1 inh 2.0, RGS8-Gao reg 100, Pf gamet viab -45 and Mcl1-Noxa inh 16.
CC1(C)Cc2c(sc3nc(-c4cccs4)n(N)c(=O)c23)CO1 was read as GSH bead fluor 16, RGS7-Gao reg 102, Avidin bead fluor 39, Mcl1 Bid PPI 13, Mcl-1 Bim block -1, ABCG2 inh 2, RGS4-Gao reg 101, ABCB1 inh 0.6, RGS8-Gao reg 98 and Mcl1-Noxa inh 13.
For COc1cccc(C(C(=O)NC2CCCCC2)N(C(=O)c2ccccn2)c2cccnc2)c1 (stereo unspecified) the results were GSH bead fluor 14, RGS7-Gao reg 101, Avidin bead fluor 12, Mcl1 Bid PPI -2, Mcl-1 Bim block 0, ABCG2 inh 1, RGS4-Gao reg 104, ABCB1 inh 0.3, RGS8-Gao reg 103, Pf gamet viab -14 and Mcl1-Noxa inh -15.
`COc1ccc(NC2SC(=O)N(C)C2=O)cc1` (stereo unspecified) gave GSH bead fluor 10, RGS7-Gao reg 104, Avidin bead fluor 15, Mcl1 Bid PPI -65, Mcl-1 Bim block -2, ABCG2 inh 0, RGS4-Gao reg 100, ABCB1 inh 0.4, RGS8-Gao reg 98, Pf gamet viab -1 and Mcl1-Noxa inh 8.
`CCCN(CC1CC1)C(=O)COC(=O)c1[nH]c(C)c(C(=O)OCC)c1C` gave GSH bead fluor 46, RGS7-Gao reg 100, Avidin bead fluor 10, Mcl1 Bid PPI -45, Mcl-1 Bim block 2, ABCG2 inh 14, RGS4-Gao reg 98, ABCB1 inh 0.3, RGS8-Gao reg 103 and Mcl1-Noxa inh -15.
Screening COc1ccc(/C=N/OCC(=O)NCC(C)C)c(OC)c1 returned GSH bead fluor 13, RGS7-Gao reg inconclusive, Avidin bead fluor 12, Mcl1 Bid PPI -6, Mcl-1 Bim block -3, ABCG2 inh 6, RGS4-Gao reg 106, ABCB1 inh -0.7, RGS8-Gao reg 107 and Mcl1-Noxa inh 5.
For COc1ccc(N=Cc2cc(Cl)ccc2O)cc1Cl the results were GSH bead fluor 16, RGS7-Gao reg 103, Avidin bead fluor 6, Mcl1 Bid PPI -38, Mcl-1 Bim block -4, ABCG2 inh 4, RGS4-Gao reg 102, ABCB1 inh 0.5, RGS8-Gao reg 102, Pf gamet viab 0 and Mcl1-Noxa inh 19.
CCOC(=O)c1ccc(S(=O)(=O)N2CCN(C3CCCC3)CC2)cc1 was read as GSH bead fluor 12, RGS7-Gao reg 100, Avidin bead fluor 15, Mcl1 Bid PPI -3, Mcl-1 Bim block 0, ABCG2 inh 1, RGS4-Gao reg 96, ABCB1 inh 0.1, RGS8-Gao reg 101, Pf gamet viab 3 and Mcl1-Noxa inh 4.
For CC(C)(C)NCc1cc(Cl)ccc1OCc1ccccc1F the results were GSH bead fluor 15, RGS7-Gao reg 99, Avidin bead fluor 10, Mcl1 Bid PPI -24, Mcl-1 Bim block 1, ABCG2 inh 6, RGS4-Gao reg 102, ABCB1 inh 0.5, RGS8-Gao reg 100, Pf gamet viab -18 and Mcl1-Noxa inh 1.
Screening Cc1ccc2nc(SCC(=O)Nc3cccc(S(N)(=O)=O)c3)[nH]c2c1 returned RGS7-Gao reg inconclusive, Avidin bead fluor 9, Mcl1 Bid PPI -18, RGS4-Gao reg 99, RGS8-Gao reg 99, Pf gamet viab 5 and Mcl1-Noxa inh 5.
`O=C(NCc1cccs1)C1CCC(CNS(=O)(=O)c2ccc(Br)s2)CC1` (stereo unspecified) gave GSH bead fluor 8, RGS7-Gao reg 103, Avidin bead fluor 13, Mcl1 Bid PPI 7, Mcl-1 Bim block 0, ABCG2 inh 0, RGS4-Gao reg 103, ABCB1 inh 0.1, RGS8-Gao reg 102, Pf gamet viab -19 and Mcl1-Noxa inh 4.
For CCOC(=O)Cn1c(=N)n(Cc2ccccc2)c2ccccc21 the results were GSH bead fluor 15, RGS7-Gao reg 94, Avidin bead fluor 32, Mcl1 Bid PPI -13, Mcl-1 Bim block 0, ABCG2 inh 2, RGS4-Gao reg 94, ABCB1 inh 1.0, RGS8-Gao reg 99, Pf gamet viab -1 and Mcl1-Noxa inh 6.
Screening Cc1cccc(N=C2NN=C(c3c(C)[nH]c4ccccc34)CS2)c1 returned GSH bead fluor 8, RGS7-Gao reg 101, Avidin bead fluor 4, Mcl1 Bid PPI 3, Mcl-1 Bim block 30, ABCG2 inh -5, RGS4-Gao reg 99, ABCB1 inh -0.4, RGS8-Gao reg 105, Pf gamet viab -17 and Mcl1-Noxa inh 21.
COc1cc2c(cc1OC)C(c1ccccc1)N(C(=O)CCl)CC2 (stereo unspecified) was read as GSH bead fluor 39, RGS7-Gao reg 88, Avidin bead fluor 12, Mcl1 Bid PPI 1, Mcl-1 Bim block 0, ABCG2 inh 3, RGS4-Gao reg 93, ABCB1 inh 2.2, RGS8-Gao reg 105 and Mcl1-Noxa inh 9.
For O=C(CSc1nncs1)NC(=O)NCc1ccccc1 the results were GSH bead fluor 14, RGS7-Gao reg 99, Avidin bead fluor 5, Mcl1 Bid PPI 14, Mcl-1 Bim block 0, ABCG2 inh 2, RGS4-Gao reg 101, ABCB1 inh 0.2, RGS8-Gao reg 100, Pf gamet viab -11 and Mcl1-Noxa inh 23.
`CCOC(=O)C1=C(C)SC2=NS(=O)(=O)CCN21` gave GSH bead fluor 20, RGS7-Gao reg 101, Avidin bead fluor 20, Mcl1 Bid PPI -21, Mcl-1 Bim block 0, ABCG2 inh 2, RGS4-Gao reg 101, ABCB1 inh 0.8, RGS8-Gao reg 99 and Mcl1-Noxa inh 9.
Screening CCN(CC)C(=O)c1cc2sc3ccccc3c2s1 returned GSH bead fluor 20, RGS7-Gao reg 101, Avidin bead fluor 14, Mcl1 Bid PPI 5, Mcl-1 Bim block 0, ABCG2 inh 4, RGS4-Gao reg 100, ABCB1 inh 0.6, RGS8-Gao reg 100 and Mcl1-Noxa inh 6.
Screening O=C(/C=C/c1ccccc1[N+](=O)[O-])N1CCN(c2ccc(F)cc2)CC1 returned GSH bead fluor 17, RGS7-Gao reg 107, Avidin bead fluor 11, Mcl1 Bid PPI -35, Mcl-1 Bim block 0, ABCG2 inh 3, RGS4-Gao reg 103, ABCB1 inh 0.8, RGS8-Gao reg 108 and Mcl1-Noxa inh 23.
For Cc1ccc2c(c1)sc(=NC(=O)c1cccs1)n2C the results were GSH bead fluor 24, RGS7-Gao reg 101, Avidin bead fluor 10, Mcl1 Bid PPI -27, Mcl-1 Bim block -1, ABCG2 inh 2, RGS4-Gao reg 98, ABCB1 inh -0.4, RGS8-Gao reg 99, Pf gamet viab -28 and Mcl1-Noxa inh -5.
For CC(C)(C)C(=O)OCc1nc(-c2ccc(F)cc2)cs1 the results were RGS7-Gao reg inconclusive, Avidin bead fluor 6, Mcl1 Bid PPI 5, RGS4-Gao reg 98, RGS8-Gao reg 99, Pf gamet viab 18 and Mcl1-Noxa inh -19.
`CCOC(=O)c1ccc(S(=O)(=O)N2CCC(C(=O)OCC)CC2)cc1` gave GSH bead fluor 64, RGS7-Gao reg 100, Avidin bead fluor 14, Mcl1 Bid PPI -36, Mcl-1 Bim block -1, ABCG2 inh 0, RGS4-Gao reg 101, ABCB1 inh 0.3, RGS8-Gao reg 100, Pf gamet viab -7 and Mcl1-Noxa inh -2.
Screening O=C(N/N=C/c1ccncc1)c1cc([N+](=O)[O-])cc([N+](=O)[O-])c1 returned GSH bead fluor 8, RGS7-Gao reg 101, Avidin bead fluor 4, Mcl1 Bid PPI -20, Mcl-1 Bim block 0, ABCG2 inh 11, RGS4-Gao reg 101, ABCB1 inh 1.8, RGS8-Gao reg 106, Pf gamet viab -7 and Mcl1-Noxa inh 14.
COc1ccc(N2CCN(C(=O)C(CCSC)N=C3NS(=O)(=O)c4ccccc43)CC2)cc1 (stereo unspecified) was read as GSH bead fluor 59, RGS7-Gao reg 97, Avidin bead fluor 9, Mcl1 Bid PPI -59, Mcl-1 Bim block -2, ABCG2 inh 4, RGS4-Gao reg 99, ABCB1 inh 0.3, RGS8-Gao reg 103 and Mcl1-Noxa inh 12.
